CHRM1 antagonist – human CHRM1 antagonism; P11229; CHO-K1 hM1, Fluo-8 calcium fluorescence, ACh EC80 antagonist; inhibition, % at 3 µM; hit rate 1.3% among 360,000; AID 588852;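 active means percent inhibition above its own plate's cutoff, namely the mean of that plate's compound wells plus 3 SD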;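 further: peak over basal fluorescence ratio during 140 s after agonist addition; 0% = ACh EC80 plus DMSO and 100% = DMSO alone without agonist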
Target sequence (P11229 whole entry, looked up): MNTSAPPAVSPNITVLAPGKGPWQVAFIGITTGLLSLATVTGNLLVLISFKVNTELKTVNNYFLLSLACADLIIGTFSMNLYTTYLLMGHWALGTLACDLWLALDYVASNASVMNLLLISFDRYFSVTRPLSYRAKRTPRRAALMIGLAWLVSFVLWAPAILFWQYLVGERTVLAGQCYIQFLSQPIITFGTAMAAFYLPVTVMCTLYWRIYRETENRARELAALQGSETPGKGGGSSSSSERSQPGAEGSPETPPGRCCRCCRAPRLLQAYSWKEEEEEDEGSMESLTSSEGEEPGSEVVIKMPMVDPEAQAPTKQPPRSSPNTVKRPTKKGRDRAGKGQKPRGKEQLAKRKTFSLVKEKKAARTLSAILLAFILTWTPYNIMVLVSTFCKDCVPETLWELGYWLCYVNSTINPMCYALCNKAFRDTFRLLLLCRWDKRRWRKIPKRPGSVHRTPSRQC
TAAR1 antagonist – antagonists of human TAAR1; CHO RD-HGA16 TAAR1, Fluo-8 calcium fluorescence, antagonist; AID 624466; inhibition, % at 3 µM; hit rate 1.5% among 360,000;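 active means inhibition above a per-plate cutoff, the mean inhibition of test compounds on that plate plus 3 SD, cut at about 49% in these data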;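 further: 0% = DMSO plus EC80 beta-PEA response and 100% = DMSO alone without agonist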
Target sequence (Q96RJ0 whole entry, looked up): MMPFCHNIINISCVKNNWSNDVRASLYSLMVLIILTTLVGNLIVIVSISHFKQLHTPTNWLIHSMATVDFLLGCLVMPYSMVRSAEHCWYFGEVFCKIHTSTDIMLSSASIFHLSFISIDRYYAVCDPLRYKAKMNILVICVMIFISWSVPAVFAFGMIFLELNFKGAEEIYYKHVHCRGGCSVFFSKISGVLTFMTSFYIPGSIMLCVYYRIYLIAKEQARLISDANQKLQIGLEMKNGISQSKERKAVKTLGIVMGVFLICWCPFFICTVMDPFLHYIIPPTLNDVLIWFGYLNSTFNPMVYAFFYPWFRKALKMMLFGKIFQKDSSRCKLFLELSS
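Assay system: CHO-derived RD-HGA16 cells stably expressing human TAAR1 plus Gα16. Timing: 140 s kinetic read after compound, 140 s after agonist. Technique: kinetic Fluo-8 calcium fluorescence measurement. Measure: % inhibition of agonist calcium response.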
CHRM1 PAM – positive allosteric modulators of human M1 muscarinic receptor. CHO-K1 hM1, Fluo-8 calcium fluorescence, ACh EC20; 0% = ACh EC20, 100% = maximal ACh. AID 588819. activation, % at 3 µM. hit rate 0.088% among 360,000; in the data active means activation above about 19%, passing the limit was not always enough
CHRM1 agonist – activates human CHRM1 receptor. P11229. CHO-K1 hM1, Fluo-8 calcium fluorescence, agonist mode; 0% DMSO, 100% acetylcholine EC100. activation, % at 3 µM. hit rate 0.33% among 360,000;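 active means activation above the run's mean compound activation plus 3 SD, cut at about 16% in these data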;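 further: peak over basal fluorescence ratio within a 140 s kinetic read after compound addition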
CHO-K1 Ca antag – M1 antagonist counterscreen hit in parental CHO-K1 cells; ATP-induced calcium, Fluo-8 fluorescence; hit rate 0.6% among 360,000; inhibition, % at 3 µM; AID 602250;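 active means inhibition above a per-plate cutoff, the plate's mean sample inhibition plus 3 SD, cut at about 24% in these data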;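 further: 0% = DMSO plus EC80 ATP and 100% = DMSO alone without ATP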
TAAR1 agonist – agonists of human TAAR1; CHO RD-HGA16 TAAR1, Fluo-8 calcium fluorescence; vehicle wells 0%, saturating PEA agonist 100%; activation, % at 3 µM; hit rate 0.99% among 360,000;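 active means activation above the mean activation of all test compounds in the run plus 3 SD, cut at about 38% in these data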
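Assay system: CHO-derived RD-HGA16 cells with stable Gα16 and human TAAR1; timing: 17-24 h seeding, 75 min 37 °C dye, 30 min RT; read-out: % activation from peak over basal fluorescence ratio, DMSO-to-PEA scaled; measured by: kinetic Fluo-8 calcium fluorescence; benchmarks: low control DMSO, high control PEA (EC100); doses: 3 µM single concentration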
M1 ag parental – nonselective activator or artifact in parental CHO-K1 cells. activation, % at 3 µM. Fluo-8 calcium fluorescence; scaled to maximal ATP response, vehicle zero. AID 602248. hit rate 0.48% among 360,000; in the data active means activation above about 15%;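 further: untransfected CHO-K1 host cells lacking M1 receptor as counterscreen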
CHO parental Ca – counter-screen: ATP calcium response change in parental CHO cells | parental CHO-K1, ATP-induced calcium, Fluo-8 fluorescence | inhibition, % at 5.6 µM | hit rate 0.63% among 330,000;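 active means inhibition above that plate's mean sample inhibition plus 3 SD, cut at about 26% in these data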;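 further: 0% = ATP-challenged DMSO wells and 100% = DMSO wells without ATP; some compounds past the cut are filed as inactive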
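Test system: untransfected parental CHO cell line. Compound: one dose, 5.6 µM nominal. Detection: intracellular calcium via Fluo-8 no-wash fluorescent dye. Measure: % inhibition. Benchmarks: ATP-challenged DMSO wells low, unchallenged DMSO wells high.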
M1 PAM parental – counter-screen for M1 PAMs: effect in parental CHO-K1 cells; ATP EC20, Fluo-8 calcium fluorescence; 0% at ATP EC20, 100% at ATP max; activation, % at 3 µM; hit rate 0.02% among 360,000; AID 602247;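 active means activation above the run cutoff, the mean activation of all test compounds plus 3 SD, cut at about 40% in these data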;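 further: peak over basal fluorescence ratio in a 140 s read after ATP addition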
* = called active by the depositor; nt = no result given.

The first two compounds (preview)
No.	SMILES	CHRM1 antagonist	TAAR1 antagonist	CHRM1 PAM	CHRM1 agonist	CHO-K1 Ca antag
1	COc1ccc(OC)c(NC(=O)NNS(=O)(=O)c2ccc(C)cc2C)c1	-7	-20	6	-2	-8
2	COc1ccc(C(=O)NC(C)c2cccnc2)cc1S(=O)(=O)N(C)Cc1ccccc1 (stereo unspecified)	-3	0	-4	-5	-14

No.	TAAR1 agonist	M1 ag parental	CHO parental Ca	M1 PAM parental
1	-1	1.8	-25	17
2	2	0.8	-11	13

This part in full (from the top)
No.	SMILES	CHRM1 antagonist	TAAR1 antagonist	CHRM1 PAM	CHRM1 agonist	CHO-K1 Ca antag
1	COc1ccc(OC)c(NC(=O)NNS(=O)(=O)c2ccc(C)cc2C)c1	-7	-20	6	-2	-8
2	COc1ccc(C(=O)NC(C)c2cccnc2)cc1S(=O)(=O)N(C)Cc1ccccc1 (stereo unspecified)	-3	0	-4	-5	-14
3	C1CC(CN2CCOCC2)CN(Cc2nc(CC3CC3)no2)C1 (stereo unspecified)	0	6	-6	-10	-12
4	CN(C)S(=O)(=O)c1cccc(NC(=O)c2cc([N+](=O)[O-])ccc2N2CCCCC2)c1	5	17	3	-5	-10
5	CCOC(=O)c1c(C)[nH]c(C)c1S(=O)(=O)NC1CCN(C(=O)OCC)CC1	9	-29	-5	-2	-6
6	COc1cccc(NC(=O)Nc2nc(SC)ns2)c1	6	11	0	6	20
7	O=C(/C=C/C=C/c1ccc2c(c1)OCO2)N1CCCCC1	-10	15	5	-5	-7
8	COc1cc2cc(CCOC(=O)c3ccc(C(F)(F)F)cc3)oc(=O)c2cc1OC	7	27	2	-3	-8
9	O=c1c(OC2OC(CO)C(O)C(O)C2OC2OC(CO)C(O)C(O)C2O)c(-c2ccc(O)cc2)oc2cc(O)cc(O)c12 (stereo unspecified)	8	5	-2	-3	17
10	O=C(Cn1nnc(-c2ccccc2NC(=O)c2ccco2)n1)NC1CCCCC1	11	-5	-7	-3	-9
11	CC1Cc2cc(S(=O)(=O)N3CCN(c4cccc(Cl)c4)CC3)ccc2N1C(=O)C1CC1 (stereo unspecified)	-6	14	8	0	-10
12	COc1ccc(C2CC(c3ccccc3)=NN2S(=O)(=O)c2ccccc2)cc1 (stereo unspecified)	5	-2	0	2	-1

No.	TAAR1 agonist	M1 ag parental	CHO parental Ca	M1 PAM parental
1	-1	1.8	-25	17
2	2	0.8	-11	13
3	2	0.3	-3	8
4	17	0.3	-20	-13
5	3	0.0	-5	-7
6	13	14	11	-12
7	-1	0.9	-13	15
8	3	0.4	-34	15
9	1	0.4	-13	-16
10	0	0.6	-16	-12
11	0	0.8	-8	14
12	2	1.9	-10	12

Continued.
No.	SMILES	CHRM1 antagonist	TAAR1 antagonist	CHRM1 PAM	CHRM1 agonist	CHO-K1 Ca antag
13	Cc1ccc2c(N)c(C)ccc2c1	-6	-24	-3	-6	9
14	COc1cc(C(=O)NC2CCCCC2)ccc1OCc1ccc(Cl)cc1Cl	-2	15	4	-4	1
15	Cc1onc(-c2ccccc2)c1C(=O)Nc1ccccc1NC(=O)c1c(-c2ccccc2)noc1C	-8	2	6	-2	-19
16	Cc1sc2nc(CSCC(=O)N(CCC#N)c3ccccc3)[nH]c(=O)c2c1C	-1	28	10	-5	-15
17	O=C(CCc1ccccc1)NCCCNC(=O)CCc1ccccc1	-3	-10	0	-4	-6
18	COc1cccc(NCc2ccc([N+](=O)[O-])s2)c1	-9	-10	7	-7	2
19	CCCCNC(=O)OC(C)CNC(=O)OC (stereo unspecified)	-6	4	5	-2	0
20	Cc1ccc2nc(SCC(=O)NCc3ccc(F)cc3)nc(=O)n2c1	7	-13	-2	-5	19
21	CCN(CC(=O)Nc1c(F)cccc1F)C(=O)CNC(=O)c1ccc2ccccc2c1	-13	-12	10	-1	0
22	CCN(Cc1ccccc1)C(=O)CN1C(=O)NC(CC)(c2ccc(F)cc2)C1=O (stereo unspecified)	-10	6	12	0	-14
23	CC1CCCCC1NC(=O)Cn1cnc2sccc2c1=O (stereo unspecified)	-5	-22	6	0	5
24	C[C@H](CO)N1C[C@H](C)[C@@H](CN(C)C(=O)Nc2ccc3c(c2)OCO3)Oc2ccc(NC(=O)C3CCCCC3)cc2C1=O	-3	3	5	-8	-14

No.	TAAR1 agonist	M1 ag parental	CHO parental Ca	M1 PAM parental
13	2	-0.6	-13	-5
14	3	-0.1	-11	13
15	-1	1.0	2	8
16	0	0.8	-18	8
17	0	0.2	-19	-4
18	6	12	-7	23
19	13	-0.3	3	6
20	2	-0.3	-9	0
21	0	1.6	-15	24
22	8	4.2	-18	17
23	5	0.7	nt	-6
24	16	0.0	3	2

Following part.
No.	SMILES	CHRM1 antagonist	TAAR1 antagonist	CHRM1 PAM	CHRM1 agonist	CHO-K1 Ca antag
25	CCCCc1nc(N)c(C#N)c(-c2ccco2)c1CCC	-1	-6	7	-1	7
26	CCOC(=O)Cn1cnc2c(sc3nc(C)cc(C)c32)c1=O	-2	2	4	-2	-7
27	COC(=O)Cn1cnc2c(cnn2-c2ccc(OC)cc2)c1=O	-1	1	1	1	-3
28	CC1Cc2ccccc2N1C(=O)C1CC(=O)N(c2ccccc2)C1 (stereo unspecified)	-12	18	7	-1	-11
29	NC(=O)c1ccccc1NC(=O)c1ccccc1Cl	-7	-11	5	-3	8
30	CCCCN(C)C(=O)CCCc1c[nH]c2ccccc12	-4	-19	8	-3	-3
31	Cc1c(-c2n[nH]c(=S)n2-c2ccc(Br)cc2)nnn1-c1ccc(Cl)cc1	3	-1	-4	-12	11
32	COc1ccc(C(NC(=O)CC(C)C)c2c(O)ccc3ccccc23)cc1 (stereo unspecified)	-5	-8	7	1	6
33	COC(=O)Nc1nc2ccc(SC(C)C)cc2[nH]1	-12	8	-6	0	-12
34	Cc1noc(C)c1COc1ccccc1C(=O)NCc1ccco1	-7	-8	10	-2	1
35	O=C(N/N=C/c1ccc2c(c1)OCO2)c1ccc(NS(=O)(=O)c2cccs2)cc1	0	0	4	-5	-6
36	COC(=O)C1=C(c2ccc(OC)cc2)OC(=O)C1(C)C	-12	9	4	-5	-17

No.	TAAR1 agonist	M1 ag parental	CHO parental Ca	M1 PAM parental
25	11	-0.7	-11	-8
26	0	0.2	-10	11
27	1	0.3	1	0
28	-1	2.3	-4	22
29	0	0.2	-10	-22
30	1	1.2	0	3
31	0	0.5	nt	-14
32	4	-0.2	13	-13
33	2	1.0	-3	16
34	7	1.3	-14	12
35	0	0.3	-7	-3
36	2	-0.4	-14	4

Following part:
No.	SMILES	CHRM1 antagonist	TAAR1 antagonist	CHRM1 PAM	CHRM1 agonist	CHO-K1 Ca antag
37	CCC(C)Nc1nc(Cl)nc(N(C#N)CN2C(=O)c3ccccc3S2(=O)=O)n1 (stereo unspecified)	-1	13	-2	-9	0
38	COc1ccc(Nc2nnc(-c3ccc(N4CCOCC4)c([N+](=O)[O-])c3)c3ccccc23)cc1	3	3	-13	-7	-12
39	Cc1nnc(NC(=O)CSc2nnc(CC(=O)Nc3ccccc3Cl)n2C)s1	-1	6	11	1	-13
40	Nc1ncc(Br)cc1S(=O)(=O)Nc1cc(C(F)(F)F)cc(C(F)(F)F)c1	14	-28	-8	3	20
41	Cc1ccc(S(=O)(=O)N2CCC(C(=O)N3CCN(Cc4ccccc4)CC3)CC2)cc1	3	-19	-4	-7	8
42	O=C(Oc1c(Cl)cc(Cl)c2cccnc12)N1CCCCC1	-6	2	2	-7	-8
43	O=C(NCc1cccc(Cl)c1)c1cnn2c1NC(c1ccco1)CC2C(F)(F)F (stereo unspecified)	10	0	0	-3	-9
44	COc1cccc(-c2nc(CS(=O)(=O)CC(=O)N3CCc4ccccc4C3)c(C)o2)c1	3	1	-3	-4	7
45	c1ccc(SSc2ccccn2)nc1	8	nt	0	8	-7
46	Cn1c(SCC(=O)c2ccccc2)nnc1C1COc2ccccc2O1 (stereo unspecified)	-8	-7	4	-4	-2
47	Oc1c(Br)cc(Cl)cc1C=Nc1ccccc1Br	-12	-3	16	-4	-4
48	CCC(CC)c1nnc(NC(=O)CN2C(=O)c3ccccc3C2=O)s1	-3	9	7	-3	-13
49	CCOP(=O)(OCC)c1nc(-c2ccc(C)cc2)oc1N1CCOCC1	-5	7	5	-2	-4
50	CC1C(=O)C(C)C(c2ccccc2F)NC1c1ccccc1F (stereo unspecified)	-9	-8	3	-7	9

No.	TAAR1 agonist	M1 ag parental	CHO parental Ca	M1 PAM parental
37	5	-0.2	-12	0
38	7	2.2	nt	2
39	5	0.2	4	-5
40	4	15	25	0
41	0	0.9	-7	2
42	-2	-0.1	-9	17
43	6	0.7	-21	-5
44	67*	0.8	-16	4
45	nt	3.2	-15	-5
46	3	0.4	1	3
47	3	0.5	-8	23
48	6	1.1	3	15
49	0	0.3	1	20
50	-4	-0.5	-12	-10

4 entries from above, tab-delimited.
nr	compound	CHRM1 antagonist	TAAR1 antagonist	CHRM1 PAM	CHRM1 agonist	CHO-K1 Ca antag	TAAR1 agonist	M1 ag parental	CHO parental Ca	M1 PAM parental
37	CCC(C)Nc1nc(Cl)nc(N(C#N)CN2C(=O)c3ccccc3S2(=O)=O)n1 (stereo unspecified)	-1	13	-2	-9	0	5	-0.2	-12	0
38	COc1ccc(Nc2nnc(-c3ccc(N4CCOCC4)c([N+](=O)[O-])c3)c3ccccc23)cc1	3	3	-13	-7	-12	7	2.2	nt	2
39	Cc1nnc(NC(=O)CSc2nnc(CC(=O)Nc3ccccc3Cl)n2C)s1	-1	6	11	1	-13	5	0.2	4	-5
40	Nc1ncc(Br)cc1S(=O)(=O)Nc1cc(C(F)(F)F)cc(C(F)(F)F)c1	14	-28	-8	3	20	4	15	25	0

Screening results as filed in PubChem BioAssay.

Outcome played no part in choosing rows. About 4.4% of those tested had a hit in this group.
